DDE Tn7 FP inh – DD(E)-Tn7 binding inhibition, primary FP screen; FP displacement of FITC-Tn7 peptide from fibrin DD(E); 0% = median of compound wells per plate; inhibition, % at 8.3 µM; hit rate 0.13% among 370,000; AID 720508;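 active = inhibition above the mean of compounds falling within the control limits plus 3 SD of them, cut at about 14% in these data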;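 note: 0% = plate median of compound wells and 100% = 10 µM Aha-Tn7 peptide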
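System: human fibrin DD(E); quantity: Fibrin-DD(E) at 2 µM final; also added: fluorescent Tn7 probe at 0.1 µM; compound dosing: single nominal test concentration of 8.3 µM per compound; schedule: 10 min preincubation, 3 h with tracer, room temperature; detection: fluorescence polarization of the labelled Tn7 tracer; repeats: one replicate per compound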
ARFGAP1 inhibitor – inhibits rat ARF GTPase activating protein 1 | inhibition, % at 16.5 µM | hit rate 0.26% among 360,000 | Arfgap1-stimulated ARF1 GTP hydrolysis, GDP FP detection | Q62848;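 active = inhibition above a per-plate limit, mean inhibition of low control wells plus 3 SD, cut at about 25% in these data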;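 note: 0% = DMSO wells with enzyme and 100% = wells lacking Arfgap1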
Target sequence (Q62848 1-136 limits assumed): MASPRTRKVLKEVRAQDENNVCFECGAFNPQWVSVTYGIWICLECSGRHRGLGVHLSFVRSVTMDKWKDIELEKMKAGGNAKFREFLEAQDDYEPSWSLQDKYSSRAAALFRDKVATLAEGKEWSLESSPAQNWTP
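material = rat Arfgap1 catalytic domain, aa 1-136 | also added = human ARF1(Δ1-17)-GTP substrate | compound dosing = one concentration, 16.5 µM, DMSO 1.26% | times = GTP hydrolysis reaction 2 h at 25 °C | measured by = FP, GDP Alexa 633 tracer displaced from anti-GDP antibody, 620/688 nm | evaluation = percent inhibition of Arfgap1-stimulated GTP hydrolysis | replication = single well per compound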
proKLK7 act – proKLK7 (human) activation, primary screen; P49862; purified proKLK7, EDANS-DABCYL substrate fluorescence; 100% is mature enzyme control, 0% vehicle; activation, % at 7 µM; hit rate 0.9% among 370,000;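 active = activation above the mean of all tested compounds plus 3 SD, computed per campaign excluding outliers beyond control limits, cut at about 13% in these data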
ADAM10 inh – inhibitors of human ADAM10. AID 720582. inhibition, % at 7 µM. O14672. recombinant ADAM10, EDANS/DABCYL FRET peptide cleavage, 3 h. hit rate 0.62% among 370,000;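 active = inhibition above a per-campaign cutoff equal to the mean of compounds falling between control-based bounds plus 3 SD, cut at about 20% in these data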;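 note: 0% = DMSO wells while the 100% control is not disclosed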
Target sequence (O14672 214-748 limits assumed): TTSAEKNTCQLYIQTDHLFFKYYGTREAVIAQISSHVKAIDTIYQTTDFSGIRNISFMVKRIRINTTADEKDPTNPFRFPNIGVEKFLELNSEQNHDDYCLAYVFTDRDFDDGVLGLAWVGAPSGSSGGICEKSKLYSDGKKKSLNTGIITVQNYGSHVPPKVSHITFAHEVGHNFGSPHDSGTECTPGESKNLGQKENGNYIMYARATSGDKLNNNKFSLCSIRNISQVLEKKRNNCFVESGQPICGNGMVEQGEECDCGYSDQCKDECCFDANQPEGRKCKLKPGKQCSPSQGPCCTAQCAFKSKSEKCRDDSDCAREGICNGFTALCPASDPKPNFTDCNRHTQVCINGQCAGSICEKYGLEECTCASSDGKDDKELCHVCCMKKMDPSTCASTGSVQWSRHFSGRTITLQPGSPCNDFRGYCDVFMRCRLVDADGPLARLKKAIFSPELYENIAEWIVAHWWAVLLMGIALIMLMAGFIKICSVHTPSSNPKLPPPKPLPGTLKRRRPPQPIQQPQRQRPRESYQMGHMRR
ASAP1 GAP inh – inhibitors of human ASAP1 ArfGAP activity | AID 624377 | inhibition, % at 16.5 µM | ASAP1-stimulated ARF1 GTP hydrolysis, GDP FP detection | Q9ULH1 | hit rate 0.19% among 360,000; in the data active = inhibition above about 25%;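 note: 0% = vehicle with enzyme and substrate and 100% = no enzyme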
DDE Tn6 FP inh – disrupts Tn6 cyclic peptide binding to fibrin D-Dimer-E complex | P02675 | Fibrin DD(E) TRITC-Tn6 fluorescence polarization displacement | inhibition, % at 8.3 µM | hit rate 0.21% among 370,000 | AID 720509;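 active = inhibition above a per-campaign cutoff: mean of compounds within control limits plus 3 SD, cut at about 15% in these data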;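 note: 0% = median of all compound wells on the plate and 100% = blocking peptide control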
ADAM17 inh – inhibits human ADAM17 | P78536 | recombinant ADAM17, EDANS/DABCYL FRET peptide cleavage | inhibition, % at 6.95 µM | hit rate 0.83% among 370,000;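 active = inhibition above the mean of compounds lying between control limits plus 3 SD, set per campaign, cut at about 8.5% in these data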;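 note: 0% = DMSO-only wells as the low control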
PLCg1 inh – inhibitors of human phospholipase C gamma1. purified PLC-gamma1, fluorogenic substrate, fluorescence. inhibition, % at 12.2 µM. hit rate 0.84% among 370,000. AID 720700; in the data active = inhibition above about 9.5%
TDP2 absorb – blocks human TDP2 phosphodiesterase activity; inhibition, % at 12.8 µM; O95551; hit rate 0.34% among 370,000; recombinant TDP2, T5PNP hydrolysis, p-nitrophenol absorbance 415 nm;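 active = inhibition above the mean of all tested compounds plus 3 SD, set per campaign, cut at about 25% in these data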;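 note: 0% = DMSO with enzyme and 100% = buffer with substrate but no TDP2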
Target sequence (O95551 whole entry, looked up): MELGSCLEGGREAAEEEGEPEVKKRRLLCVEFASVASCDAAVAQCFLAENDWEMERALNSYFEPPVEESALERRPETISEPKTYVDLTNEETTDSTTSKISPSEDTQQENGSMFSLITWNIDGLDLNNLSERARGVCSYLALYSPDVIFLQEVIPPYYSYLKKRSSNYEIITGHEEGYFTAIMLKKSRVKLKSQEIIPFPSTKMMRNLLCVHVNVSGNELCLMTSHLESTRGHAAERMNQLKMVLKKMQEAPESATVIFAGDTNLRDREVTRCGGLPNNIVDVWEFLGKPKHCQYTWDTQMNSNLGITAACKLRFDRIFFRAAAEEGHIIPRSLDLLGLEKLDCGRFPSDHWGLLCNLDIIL
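System – recombinant human TDP2 · Quantity – TDP2 enzyme at 120 nM final · Doses – single concentration, 12.8 µM nominal, with 1% DMSO · Incubation – 2 h at 37 °C · Measured by – epi absorbance of p-nitrophenol freed from T5PNP by hydrolysis · Read-out – % inhibition relative to enzyme-containing and enzyme-free wells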
LEDGF integ inh – blocks HIV-1 LEDGF/p75-dependent DNA integration | TR-FRET IN-LEDGF/p75 DNA integration, Eu/Cy5 | inhibition, % at 3.7 µM | hit rate 0.64% among 370,000 | AID 743269;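 active = inhibition above the screen-wide mean plus 3 SD, cut at about 13% in these data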;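 note: signal is the Cy5 over europium emission ratio at 671 and 618 nm; 0% = plate median of compound wells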
Numbers without * were called inactive; / = no result given.

SMILES	DDE Tn7 FP inh	ARFGAP1 inhibitor	proKLK7 act	ADAM10 inh	ASAP1 GAP inh	DDE Tn6 FP inh	ADAM17 inh	PLCg1 inh	TDP2 absorb	LEDGF integ inh
O=C1/C(=C/c2ccc(F)c(F)c2)CSc2sccc21	-8	4	-0.2	2	-3	-11	4	2	-6	7
CCNC(=O)OCc1cn(-c2ccc(Cl)cc2)nn1	-2	-5	0.1	-5	2	0	-4	1	2	-1
C=CCn1c(SCC(=O)NCc2ccco2)nc2sc3c(c2c1=O)CCCC3	0	-5	0.3	-2	3	-4	-3	2	-7	2
Cc1cc(NC(=O)COC(=O)C2=COCCO2)c([N+](=O)[O-])cc1C	-5	10	0.3	-3	3	-9	-5	3	3	-1
CN(CC1CCCO1)S(=O)(=O)c1ccc(C(=O)Nc2ccc3c(c2)OCO3)cc1 (configuration not stated)	-2	11	0.5	8	-1	2	1	4	-9	3
COc1ccc(C2/C=C\CN(C(=O)c3ccccc3)[C@H](Cc3ccccc3)C(=O)N2Cc2ccc(F)cc2)cc1 (some centres not stated)	-2	2	0.3	13	-2	-2	11*	5	-4	-1
CCCCSc1nc(O)c(Cc2ccccc2)c(=O)[nH]1	0	-24	0.1	2	-19	0	-2	1	8	4
C#CCOCCOCCOCCNc1nc(N2CCN(C(=O)[C@H](C(C)C)n3cc(CCO)nn3)CC2)nc(N2CCN(C(=O)[C@H]([C@@H](C)CC)n3cc(CCCN=C(N)N)nn3)CC2)n1	-3	11	0.9	3	-10	4	0	3	-8	2
CCCc1nnc(SCC(=O)N2CCOCC2)n1Cc1ccco1	-1	-10	0.3	7	-10	2	-1	-2	-8	-2
CCOC(=O)C(Cc1ccc(O)c([N+](=O)[O-])c1)N1C(=O)c2ccccc2C1=O (configuration not stated)	-5	3	-0.2	9	0	5	5	2	-6	2
Cc1ccccc1NC(=O)Cn1c(=O)n(-c2ccc(CC(=O)NCC3CCCO3)cc2)c(=O)c2ccccc21 (configuration not stated)	3	-2	0.1	-2	-8	6	-7	0	4	-4
COc1cccc(OC)c1C(=O)Oc1ccc2c(c1)O/C(=C\c1ccncc1)C2=O	-1	5	0.6	-9	7	-2	-1	-2	1	0
CCn1c(C)cc(/C=C2/SC(=O)N(CC(=O)N3CCCC3)C2=O)c1C	1	1	0.1	-1	-8	1	0	-6	8	1
O=C1N[C@@H](Cc2ccccc2)C(=O)N2CCCC12 (some centres not stated)	6	/	0.3	-10	1	-4	-6	-1	4	-1
CC(C)COc1ccc(N)cc1OCC(C)C	3	-4	0.5	-7	2	11	-4	-8	-1	-1
CN(C(=O)Cn1cccc1C1=NC(c2ccccc2)CO1)c1ccccc1 (configuration not stated)	3	-5	0.0	-9	1	-4	-3	3	1	1
CCn1c(SCC(=O)N(C)CC(=O)Nc2cccc(OC)c2)nnc1-c1ccco1	-1	-6	-0.4	-10	-7	0	1	2	2	-3
O=c1[nH]c(=S)[nH]nc1Cc1ccccc1	5	14	-0.1	0	6	3	-2	-3	3	-1
CC(C)C[C@H]1CNC(=S)N1C[C@H]1CCCN1C[C@H](Cc1ccccc1)N1C[C@H](CC(C)C)N(CCc2ccccc2)C1=S	-2	-2	0.2	-15	21	-4	-2	1	-3	-1
Cn1c(=O)n(Cc2ccccc2Cl)c2ccccc21	-2	-9	0.9	-7	-6	4	-2	-1	-3	-2
O=C(NCCN1CCOCC1)c1nn2c(c1Cl)NC(c1ccccc1)CC2C(F)(F)F (configuration not stated)	3	-2	1.0	12	-9	0	2	2	4	1
O=C(Nc1ccc(S(=O)(=O)N2CCOCC2)cc1)c1ccc([N+](=O)[O-])s1	-9	0	0.0	1	4	-7	1	0	11	3
Cc1ccc(CCC(=O)Nc2ccc(Br)cc2)o1	1	3	0.2	-1	4	8	-1	-3	3	4
CC1CC(C)CN(C(=O)COC(=O)c2cncc(Br)c2)C1 (configuration not stated)	2	6	0.6	-18	-9	4	2	6	1	-7
O=C(NCCc1ccc(Cl)cc1)c1ccc2nc[nH]c2c1	-9	-11	0.9	-4	-13	-7	-3	-1	3	6
SMILES	DDE Tn7 FP inh	ARFGAP1 inhibitor	proKLK7 act	ADAM10 inh	ASAP1 GAP inh	DDE Tn6 FP inh	ADAM17 inh	PLCg1 inh	TDP2 absorb	LEDGF integ inh
Cc1ccccc1Cn1nc(C)c(NC(=O)C2(C)CC2(Cl)Cl)c1C (configuration not stated)	1	9	0.6	6	-11	1	-1	0	-4	-1
COc1ccccc1NC(=O)Cn1c2ccccc2c2nc3n(c(=O)c21)CCS3	6	3	0.3	-7	5	1	-8	-2	3	-4
COC(=O)c1sccc1NC(=O)c1sccc1C	7	1	-0.2	-3	-8	10	0	-3	-4	-3
CCCc1cc(=O)[nH]c(SC(CC)C(=O)Nc2ccccc2C#N)n1 (configuration not stated)	4	2	-0.7	-5	-19	-8	-4	-1	11	0
COc1ccc(C(=O)CC(=O)C(=O)Nc2ccccc2C(F)(F)F)cc1	-7	-10	-0.2	-2	-3	-1	0	-2	1	3
COc1ccc(NC(=O)CSc2nnc(Cn3c(=O)sc4ccccc43)n2C)cc1OC	3	2	0.5	-1	1	-6	-1	0	-9	3
CCC(C)n1c(=S)[nH]c2c(sc3ccc([N+](=O)[O-])cc32)c1=O (configuration not stated)	-7	7	0.1	-3	2	-2	1	8	-2	1
O=C(N1CCOCC1)N1c2ccccc2Sc2ccccc21	-5	-10	-0.8	1	1	6	-1	-3	2	-1
O=C(O)c1cc(-c2cc3ccccc3o2)nn1-c1ccccc1	4	-13	-1.3	-25	-9	-7	-11	-17	16	4
O=C(C[C@@H]1C/C=C\C[C@H](Cc2ccc(F)cc2)C(=O)OC[C@@H]2CCCN2C1=O)N[C@H](CO)Cc1ccccc1	-1	9	0.2	-4	7	4	-4	-1	-3	-3
CCOc1ccc(C2CC(c3cccc(C)c3)n3ncnc3N2)cc1 (configuration not stated)	-6	-6	1.1	-24	10	4	-3	-27	4	1
O=C(CSc1nccn(-c2ccc3c(c2)OCCO3)c1=O)Nc1ccccc1	-2	11	-0.3	2	-9	2	-2	0	22	1
CCN(/C(N)=N/c1nc(C)cc(C)n1)c1ccccc1	4	-10	0.6	-3	-5	2	-5	1	-10	-2
Cc1cc(C)c(NC(=O)C2CCN(C(=O)c3ccco3)CC2)c(C)c1	-1	-9	0.4	1	1	1	-2	0	-11	-1
C/C(=N\NS(=O)(=O)c1cccc([N+](=O)[O-])c1)c1cccnc1	2	16	-0.3	-3	5	3	-1	1	20	-4
CCCCn1nc(C(=O)Nc2cccc(C(=O)NC3CC3)c2)c2ccccc2c1=O	1	-17	-0.7	-11	15	0	-5	2	11	-6
CC(=O)OCC1OC(COC(C)=O)(c2ccc(C)cc2)C(OC(C)=O)C1OC(C)=O (configuration not stated)	0	0	0.5	-12	5	3	-1	1	5	-4
COC(=O)C1=C(C(=O)OC)[C@]2([C@@H]3CCCCN[C@@H](Cc4ccccc4)C(=O)N3Cc3ccccc3)C=C[C@H]1O2	-2	2	0.7	14	12	-1	6	1	-14	1
CCC(CC)C(=O)c1c[nH]c(C(=O)NCc2cccnc2)c1	0	3	0.6	-7	-5	-1	-2	1	-11	-1
CCOC(=O)N1CCC(NC(=O)c2ccc3c(c2)ncn3C2CCCC2)CC1	-8	2	0.1	1	-4	-2	0	2	-6	4
O=C(O)c1ccccc1/C=N/NC(=O)C1CCCCC1	-3	-17	-0.2	6	12	-3	3	5	-12	1
CCOc1cc(N2CCOCC2)c(OCC)cc1NC(=O)c1oc2ccccc2c1C	-3	2	0.0	-6	-2	2	-4	2	5	-1
C#CCNC(=O)C[C@H]1C[C@@]2(C(=O)OC)C(=C[C@H](COCc3ccccc3)O[C@@H]2C)N(CCc2ccc(OC)c(OC)c2)C1=O	-4	/	0.6	-7	/	1	-6	-2	-3	-5
CSc1ccc(CN2CCC2(C)C(=O)NCc2ccccc2Br)cc1 (configuration not stated)	2	0	0.9	10	-10	-7	4	1	-2	2
CCOc1ccccc1N(CC(=O)N(C)Cc1ccccc1)S(=O)(=O)c1ccccc1	0	0	0.2	9	10	-2	1	2	8	4

A portion taken from the entries so far, as a working copy:
SMILES	DDE Tn7 FP inh	ARFGAP1 inhibitor	proKLK7 act	ADAM10 inh	ASAP1 GAP inh	DDE Tn6 FP inh	ADAM17 inh	PLCg1 inh	TDP2 absorb	LEDGF integ inh
CCOc1ccc(C2CC(c3cccc(C)c3)n3ncnc3N2)cc1 (configuration not stated)	-6	-6	1.1	-24	10	4	-3	-27	4	1
O=C(CSc1nccn(-c2ccc3c(c2)OCCO3)c1=O)Nc1ccccc1	-2	11	-0.3	2	-9	2	-2	0	22	1
CCN(/C(N)=N/c1nc(C)cc(C)n1)c1ccccc1	4	-10	0.6	-3	-5	2	-5	1	-10	-2
Cc1cc(C)c(NC(=O)C2CCN(C(=O)c3ccco3)CC2)c(C)c1	-1	-9	0.4	1	1	1	-2	0	-11	-1
C/C(=N\NS(=O)(=O)c1cccc([N+](=O)[O-])c1)c1cccnc1	2	16	-0.3	-3	5	3	-1	1	20	-4
CCCCn1nc(C(=O)Nc2cccc(C(=O)NC3CC3)c2)c2ccccc2c1=O	1	-17	-0.7	-11	15	0	-5	2	11	-6
CC(=O)OCC1OC(COC(C)=O)(c2ccc(C)cc2)C(OC(C)=O)C1OC(C)=O (configuration not stated)	0	0	0.5	-12	5	3	-1	1	5	-4
COC(=O)C1=C(C(=O)OC)[C@]2([C@@H]3CCCCN[C@@H](Cc4ccccc4)C(=O)N3Cc3ccccc3)C=C[C@H]1O2	-2	2	0.7	14	12	-1	6	1	-14	1
CCC(CC)C(=O)c1c[nH]c(C(=O)NCc2cccnc2)c1	0	3	0.6	-7	-5	-1	-2	1	-11	-1
CCOC(=O)N1CCC(NC(=O)c2ccc3c(c2)ncn3C2CCCC2)CC1	-8	2	0.1	1	-4	-2	0	2	-6	4

Screens deposited in PubChem by The Scripps Research Institute Molecular Screening Center.
